Tau fibril FP: qHTS for Inhibitors of Tau Fibril Formation, Fluorescence Polarization | 280,000 compounds, 0.39% hits | K18 P301L tau heparin fibrillization, Alexa594 FP, 6 h | Microtubule-associated protein tau (Homo sapiens), P10636 | Potency, µM (titrated, usually from 57.7 µM), for the others: at the top dose activity, negative = inhibition, most hits filed as inhibitors; also: % is scaled to controls: 0 for no effect and ±100 for the full control effect; nearly all actives have a fitted effect of over 55% in size
Target sequence (P10636 561-689 P618L limits assumed): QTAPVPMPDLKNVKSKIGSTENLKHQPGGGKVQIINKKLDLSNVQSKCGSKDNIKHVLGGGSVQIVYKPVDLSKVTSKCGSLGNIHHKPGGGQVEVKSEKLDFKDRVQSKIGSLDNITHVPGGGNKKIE
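Quantitative HTS format: compounds meet 15 uM recombinant K18 P301L tau and Alexa 594-tau tracer in 100 mM sodium acetate pH 7; 20 uM heparin triggers fibrillization at 37 C over 6 hr; FP gives the signal.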
Tau fibril ThT: qHTS for Inhibitors of Tau Fibril Formation, Thioflavin T Binding; Microtubule-associated protein tau (Homo sapiens), P10636; recombinant tau K18 P301L, heparin-induced fibrillization, ThT fluorescence; Potency, µM (series often up to 57.4 µM), for inactives: top-dose activity, negative = inhibition, usual class: inhibitors; 270,000 compounds, 2.1% hits; also: % is scaled to controls: 0 for no effect and ±100 for the full control effect; nearly all actives have a fitted effect of over 55% in size
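In this qHTS, human K18 P301L tau is incubated with compound and heparin for 6 hr at 37 C, and Thioflavin T fluorescence then reports fibril load.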
RECQ1 inh: qHTS Assay for Inhibitors of RecQ-Like Dna Helicase 1 (RECQ1); ATP-dependent DNA helicase Q1 (Homo sapiens), P46063; RECQ1 DNA unwinding, red fluorescence kinetic read; Potency, µM (top dose mostly 57.3 µM), inactives show at the top dose activity, negative = inhibition, actives largely listed as inhibitors; 240,000 compounds, 0.54% hits; AID 2549, 2010;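 also: plate controls were vehicle for no effect and no enzyme for full effect; nearly all actives have a fitted effect of over 30% in size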
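RECQ1T1 50 nM; forked duplex (20 bp + 30-nt ss tails) 200 nM, ATP 2 mM final; pH 8.0, 2 mM MgCl2, 2.5 ug/ml poly(dI-dC); 15 min compound preincubation; discontinuous kinetic read over 2 h at RT.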
Tau fluor counter: Counterscreen qHTS for Inhibitors of Tau Fibril Formation, Fluorescence Polarization | Potency, µM (titrated, usually from 57.7 µM), without a hit: at the highest dose activity change, negative = decrease | 280,000 compounds, 0.93% hits | tau K18 P301L Alexa594 fluorescence, heparin fibrillization; also: % is scaled to controls: 0 for no effect and ±100 for the full control effect; nearly all actives have a fitted effect of over 55% in size
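Human tau K18 P301L (15 uM unlabeled, 0.24 uM Alexa 594-labeled) in 100 mM sodium acetate pH 7 with 20 uM heparin, 6 hr at 37 C. ThT 30 uM added, 1 hr ambient; Alexa 594 FP and total fluorescence read at 555/632 nm.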
L3MBTL1 inh: qHTS Assay for the Inhibitors of L3MBTL1; Lethal(3)malignant brain tumor-like protein 1 (Homo sapiens), Q9Y468; AlphaScreen L3MBTL1–H3K9me1 peptide binding; 230,000 compounds, 0.66% hits; Potency, µM (top dose mostly 57.1 µM), inactives show top-dose activity, negative = inhibition, hits mostly inhibitors; AID 485360, 2010; also: % is scaled to controls: 0 for no effect and ±100 for the full control effect; nearly all actives have a fitted effect of over 60% in size
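First, the protein-peptide complex forms for 30 min at room temperature (L3MBTL1 50 nM, biotinylated H3K9me1 peptide 75 nM). Next, compounds are pin-transferred and incubated 30 min. Finally, AlphaScreen beads are added and read after 30 min.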
TRb-SRC2 inh: qHTS for Inhibitors of the Interaction of Thyroid Hormone Receptor and Steroid Receptor Coregulator 2 | AID 1469, 2008 | TRbeta-SRC2 peptide binding, fluorescence polarization; receptor liganded with 1 µM T3 | Thyroid hormone receptor beta (Homo sapiens), P10828 | Potency, µM (doses to about 106 µM), without a hit: at the highest dose activity change, negative = inhibition, hits mostly inhibitors | 280,000 compounds, 0.065% hits;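 also: plate controls were bound peptide for no effect and peptide without receptor for full effect; nearly all actives have a fitted effect of over 50% in size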
Target sequence (P10828 whole entry, looked up): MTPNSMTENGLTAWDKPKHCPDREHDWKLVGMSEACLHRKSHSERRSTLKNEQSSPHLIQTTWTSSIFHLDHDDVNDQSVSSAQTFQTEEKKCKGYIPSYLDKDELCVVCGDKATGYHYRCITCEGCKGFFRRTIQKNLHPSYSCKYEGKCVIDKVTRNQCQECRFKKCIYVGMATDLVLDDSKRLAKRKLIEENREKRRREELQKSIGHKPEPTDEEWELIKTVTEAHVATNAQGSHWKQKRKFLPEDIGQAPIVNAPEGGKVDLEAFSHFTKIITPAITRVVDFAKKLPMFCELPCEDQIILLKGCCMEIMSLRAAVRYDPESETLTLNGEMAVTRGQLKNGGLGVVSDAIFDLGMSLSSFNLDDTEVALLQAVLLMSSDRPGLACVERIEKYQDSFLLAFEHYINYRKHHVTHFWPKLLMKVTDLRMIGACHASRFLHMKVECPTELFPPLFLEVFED
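Polarization signal, normalized between peptide-alone and full complex controls, measured compound effects on T3-liganded human TRb LBD (0.6 uM) binding 20 nM Texas Red SRC2 peptide after 5 hr.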
HTT ATP protect: qHTS Multiplex Assay to Identify Dual Action Probes in a Cell Model of Huntington: Cytoprotection (ATP) | PC12 HTT-Q103 induced, cytoprotection, ATP luminescence, 40 h | Potency, µM (titrated, usually from 56.4 µM), for the others: cytoprotection (ATP increase), usual class: activators | 230,000 compounds, 0.14% hits | AID 1471, 2008;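 also: % of control where 0% means no effect; nearly all actives have a fitted effect of over 45% in size; toxic huntingtin expression switched on by the ecdysone agonist tebufenozide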
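Huntington model: PC12 line, ecdysone-inducible HTTQ103 exon1–GFP, tebufenozide 100 nM. Test articles in a dose series. Endpoint luminescence from cellular ATP.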
TexasRed fluor: Total Fluorescence Counterscreen for Inhibitors of the Interaction of Thyroid Hormone Receptor and Steroid Receptor Coregulator 2. TRb/SRC2 Texas Red total fluorescence interference. 280,000 compounds, 0.29% hits. AID 1479, 2009. Potency, µM (top dose mostly 106 µM), without a hit: at the top dose fluorescence change, negative = quenching; active = well fitted curve in either direction with a large enough effect; inconclusive = small, poorly fitted or top-dose-only effect; also: % is scaled to controls: 0 for no effect and ±100 for the full control effect
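Flags fluorescent or light-absorbing compounds by total fluorescence, S + 2P, at 555 nm excitation and 632 nm emission. Mixture: 20 nM Texas Red SRC2 peptide, 0.6 uM human TRb LBD, 1 uM T3, 5% DMSO; compound exposure 5 h at ambient temperature.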
The depositor's hits bear a star; [ ] = remark or other dose. Unless noted, calls follow the shape of the dose curve; as a rule, active = well fitted curve in the direction sought with a large enough effect; inconclusive = small, poorly fitted or top-dose-only effect, or another doubt; inactive = no such curve, though single readings can be large; an effect the other way counts as inactive or inconclusive. Potency is read from the fitted curve at half-maximal effect. These rows are one share of the data. The share of hits here may be higher or lower than overall.

`CCOC(=O)c1cc(S(=O)(=O)Nc2cc(OC)ccc2OC)[nH]n1` gave Tau fibril FP -5%, Tau fibril ThT -12%, Tau fluor counter -13%, TRb-SRC2 inh -8% and TexasRed fluor inconclusive.
Fc1ccccc1COc1cccc(/C=N/n2cnnc2)c1 was read as Tau fibril FP 6%, Tau fibril ThT -5%, RECQ1 inh inactive, Tau fluor counter -7%, L3MBTL1 inh -3%, TRb-SRC2 inh -2%, HTT ATP protect -14% and TexasRed fluor -5%.
Screening Cc1ccc(S(=O)(=O)Nc2nc3ccccc3nc2Nc2cccc(S(=O)(=O)N3CCCC3)c2)cc1 returned Tau fibril FP 13%, Tau fibril ThT inconclusive, RECQ1 inh 14%, Tau fluor counter -22%, L3MBTL1 inh 11%, TRb-SRC2 inh 5%, HTT ATP protect -13%[10 µM] and TexasRed fluor -1%.
For CCOC(=O)c1c(C)[nH]c(C)c1C(=O)COc1ccc(NC(=O)c2ccco2)cc1 the results were Tau fibril FP 4%, Tau fibril ThT inconclusive, RECQ1 inh -2%, Tau fluor counter -14%, L3MBTL1 inh -6%, TRb-SRC2 inh -13%, HTT ATP protect -16%[10 µM] and TexasRed fluor 0%.
Screening CCOCCCn1c(SCC(=O)Nc2ccc(C(C)C)cc2)nc2c(sc3ccccc32)c1=O returned Tau fibril FP -5%, Tau fibril ThT 11%, Tau fluor counter -3%, TRb-SRC2 inh 4% and TexasRed fluor -18%.
`CC(=O)NC(=S)Nc1ccc(S(=O)(=O)Nc2ncccn2)cc1` gave Tau fibril FP -5%, Tau fibril ThT -2%, RECQ1 inh -4%, Tau fluor counter -7%, L3MBTL1 inh 5%, TRb-SRC2 inh 0%, HTT ATP protect -5%[10 µM] and TexasRed fluor 0%.
COc1ccc(NC(=O)c2cc(-c3ccc(C)o3)nc3ccccc23)cc1OC was read as Tau fibril FP 11%, Tau fibril ThT inconclusive, RECQ1 inh -5%, Tau fluor counter -11%, L3MBTL1 inh inconclusive, TRb-SRC2 inh 3%, HTT ATP protect -15% and TexasRed fluor -4%.
COc1ccccc1OC(=O)c1ccc(S(=O)(=O)N(C)C)cc1 was read as Tau fibril FP -8%, Tau fibril ThT -8%, RECQ1 inh -11%, Tau fluor counter -14%, TRb-SRC2 inh 5%, HTT ATP protect 5%[10 µM] and TexasRed fluor -4%.
Screening Cc1c(Cl)cccc1N=c1c([N+](=O)[O-])nn(-c2ccccc2)n1O returned Tau fibril FP 6%, Tau fibril ThT -10%, RECQ1 inh inactive, Tau fluor counter inconclusive, TRb-SRC2 inh -15%, HTT ATP protect -9% and TexasRed fluor 3%.
Screening COc1ccccc1N(CC(=O)NCc1ccccc1)S(C)(=O)=O returned Tau fibril FP -5%, Tau fibril ThT -8%, RECQ1 inh -1%, Tau fluor counter -1%, L3MBTL1 inh 10%[11.4 µM], TRb-SRC2 inh 2%, HTT ATP protect -10% and TexasRed fluor 4%.
`CC1CCCN(C(=O)CSCC(=O)N=c2sc3ccccc3n2C)C1` (stereo unspecified) gave Tau fibril FP -3%, Tau fibril ThT -13%, RECQ1 inh -5%, Tau fluor counter -6%, TRb-SRC2 inh -5%, HTT ATP protect 3% and TexasRed fluor -2%.
`COc1ccccc1N(C(=O)c1ccco1)C(C(=O)NC1CCCC1)c1cccnc1` (stereo unspecified) gave Tau fibril FP 2%, Tau fibril ThT -6%, RECQ1 inh -4%, Tau fluor counter -6%, TRb-SRC2 inh 1%, HTT ATP protect -19%[10 µM] and TexasRed fluor -1%.
CC(=O)N(C1=C(O)c2ccccc2C(=O)C1=O)C1CCCCC1 was read as Tau fibril FP 4%, Tau fibril ThT -23%, RECQ1 inh -10%, Tau fluor counter -15%, L3MBTL1 inh -2%, TRb-SRC2 inh 2%, HTT ATP protect -13% and TexasRed fluor -3%.
CCN(CC)C(=O)C1=C(C)Nc2ncnn2C1c1cccnc1 (stereo unspecified) was read as Tau fibril FP 4%, Tau fibril ThT 5%, RECQ1 inh inactive, Tau fluor counter 13%, L3MBTL1 inh 3%, TRb-SRC2 inh 1%, HTT ATP protect 23%[10 µM] and TexasRed fluor -1%.
For CCOc1ccc(OCC)c(NC(=O)Cn2cccc2)c1 the results were Tau fibril FP -1%, Tau fibril ThT -13%, RECQ1 inh -1%, Tau fluor counter -21%, TRb-SRC2 inh -11%, HTT ATP protect inconclusive and TexasRed fluor 0%.
For COc1cc(Cl)ccc1Nc1ncc(C(=O)N2CCN(c3ccccc3OC)CC2)c2ccccc12 the results were Tau fibril FP 0%, Tau fibril ThT -8%, Tau fluor counter -25%, TRb-SRC2 inh 6% and TexasRed fluor -1%.
Screening Cc1ccc(C(=O)NCc2ccccn2)c(Cl)c1 returned Tau fibril FP -3%, Tau fibril ThT -7%, RECQ1 inh -7%, Tau fluor counter -4%, L3MBTL1 inh 1%, TRb-SRC2 inh -3%, HTT ATP protect -23% and TexasRed fluor 0%.
Screening CCCC(=O)c1ccc(N2CCN(S(=O)(=O)c3ccc(C)cc3)CC2)c(F)c1 returned Tau fibril FP 3%, Tau fibril ThT -3%, RECQ1 inh -14%, Tau fluor counter -4%, L3MBTL1 inh -1%, TRb-SRC2 inh -1%, HTT ATP protect 8%[10 µM] and TexasRed fluor 3%.
`COC(=O)Cc1c(O)ccn(CCc2ccc(OC)c(OC)c2)c1=O` gave Tau fibril FP -1%, Tau fibril ThT 7%, RECQ1 inh inactive, Tau fluor counter 1%, L3MBTL1 inh -6%, TRb-SRC2 inh -4%, HTT ATP protect 30% and TexasRed fluor -3%.
Screening Cc1nc(NC(=O)COC(=O)CCC(=O)c2cccs2)c(Cl)cc1Cl returned Tau fibril FP 13%, Tau fibril ThT -2%, RECQ1 inh -6%, Tau fluor counter -1%, L3MBTL1 inh 5%, TRb-SRC2 inh 6%, HTT ATP protect 17%[10 µM] and TexasRed fluor 1%.
Screening CN(C)c1ccc(/C=N/NC(=O)c2ccccc2)cc1 returned Tau fibril FP -9%, Tau fibril ThT inconclusive, RECQ1 inh inactive, Tau fluor counter -17%, L3MBTL1 inh -3%, TRb-SRC2 inh 4% and TexasRed fluor -4%.
CCc1nc2ccccc2c(C(=O)OCC(=O)NCc2ccco2)c1C was read as Tau fibril FP 0%, Tau fibril ThT -18%, RECQ1 inh -8%, Tau fluor counter -3%, TRb-SRC2 inh 3%, HTT ATP protect -21% and TexasRed fluor -1%.
Screening CC(C)c1ccc(NC(=S)NNC(=O)c2cccnc2)cc1 returned Tau fibril FP 4%, Tau fibril ThT -12%, RECQ1 inh -1%, Tau fluor counter -5%, L3MBTL1 inh -3%, TRb-SRC2 inh 3%, HTT ATP protect -8%[10 µM] and TexasRed fluor -3%.
O=C(CN1C(=O)COc2ccc(S(=O)(=O)N3CCCCCC3)cc21)N1CCN(c2ccc(F)cc2)CC1 was read as Tau fibril FP 9%, Tau fibril ThT -9%, Tau fluor counter -11%, TRb-SRC2 inh 5% and TexasRed fluor 0%.
O=C(c1ccccc1)N1c2nc(-c3ccco3)nn2C2(CCCCC2)[C@@H]2CCCC[C@@H]21 was read as Tau fibril FP -4%, Tau fibril ThT -3%, Tau fluor counter -9%, TRb-SRC2 inh 7% and TexasRed fluor -4%.
Screening CCc1ccc2[nH]c(=O)c(CN(CCN3CCCC3)C(=O)NC3CCCCC3)cc2c1 returned Tau fibril FP 0%, Tau fibril ThT 3%, RECQ1 inh -1%, Tau fluor counter -1%, L3MBTL1 inh -6%, TRb-SRC2 inh 14%, HTT ATP protect -5% and TexasRed fluor 4%.
CSc1nnc(C)c(=O)n1COC(=O)/C=C/c1ccccc1 was read as Tau fibril FP 3%, Tau fibril ThT -17%, RECQ1 inh 2%, Tau fluor counter -7%, TRb-SRC2 inh 1%, HTT ATP protect -32%[inhibitor] and TexasRed fluor 0%.
`O=C(COC(=O)Cn1cnc2ccccc2c1=O)NCC12CC3CC(CC(C3)C1)C2` gave Tau fibril FP 8%, Tau fibril ThT -3%, RECQ1 inh 0%, Tau fluor counter -3%, L3MBTL1 inh 8%, TRb-SRC2 inh -6%, HTT ATP protect -6%[1.9 µM] and TexasRed fluor 4%.
COc1ccc(-c2cc(=O)oc3c4c(ccc23)OCN(Cc2cccc(OC)c2)C4)cc1 was read as Tau fibril FP -2%, Tau fibril ThT inconclusive, Tau fluor counter -29%, TRb-SRC2 inh 6% and TexasRed fluor -19%.
Screening Cc1cccc(-n2cc(CN(C)Cc3nccn3C)c(-c3cccc(F)c3)n2)c1 returned Tau fibril FP 8%, Tau fibril ThT -11%, RECQ1 inh inactive, Tau fluor counter -7%, L3MBTL1 inh -12%, TRb-SRC2 inh -2%, HTT ATP protect 9%[10 µM] and TexasRed fluor -4%.
`O=C(CN1CCOc2ccccc21)NCc1cccs1` gave Tau fibril FP -3%, Tau fibril ThT -9%, RECQ1 inh -4%, Tau fluor counter -10%, L3MBTL1 inh -6%, TRb-SRC2 inh -16%, HTT ATP protect 2% and TexasRed fluor -2%.

From PubChem
